ZTA counter – counter-screen for EBNA-1 inhibitors: inhibitors of Epstein-Barr virus ZTA. ZTA-DNA binding, fluorescence polarization. inhibition, % at 11 µM. 320,000 tested, 0.15% active. AID 2234; in the data active = inhibition above about 33%
PAFAH2 inh – inhibitors of human PAFAH2 | 340,000 tested, 0.99% active | inhibition, % at 3.39 µM | recombinant PAFAH2, FP-rhodamine activity probe, fluorescence polarization;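 active = inhibition above the mean over all tested compounds plus 3 SD, cut at about 30% in these data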;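 also: inhibitors block probe labeling of enzyme so polarization drops; 0% = enzyme with DMSO and 100% = wells lacking PAFAH2 protein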
LYPLA2 counter – counter-screen for PME1 inhibitors: inhibitors of human LYPLA2; O95372; recombinant LYPLA2, FP-Rh probe fluorescence polarization; inhibition, % at 5.9 µM; 320,000 tested, 0.38% active; AID 2177;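 active = inhibition above the screen-wide mean plus 3 SD, limit set per campaign, cut at about 26% in these data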;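 also: 0% = LYPLA2 with DMSO and 100% = wells lacking LYPLA2 enzyme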
PAFAH1B3 FP inh – inhibitors of human PAFAH1B3. inhibition, % at 3.39 µM. 340,000 tested, 0.28% active. Q15102. recombinant PAFAH1B3, FP-rhodamine probe, fluorescence polarization;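 active = inhibition above the screen-wide average of all tested compounds plus 3 SD, cut at about 25% in these data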;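 also: 0% = enzyme with DMSO only and 100% = wells lacking PAFAH1B3 protein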
LYPLA1 counter – counter-screen for PME1 inhibitors: inhibitors of human LYPLA1; 320,000 tested, 0.16% active; recombinant LYPLA1, FP-Rh probe fluorescence polarization; inhibition, % at 5.9 µM; O75608;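 active = inhibition above the mean of all tested compounds plus 3 SD, set per campaign, cut at about 14% in these data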;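 also: inhibitors block serine hydrolase probe labeling of LYPLA1 so polarization falls; 0% = enzyme with DMSO and 100% = wells lacking LYPLA1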
PAFAH1B2 inh – blocks human PAF acetylhydrolase 1b catalytic subunit 2; recombinant PAFAH1B2, FP-rhodamine activity probe, fluorescence polarization; inhibition, % at 3.39 µM; 340,000 tested, 1.2% active;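 active = inhibition above the mean of all tested compounds plus 3 SD, cut at about 24% in these data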;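 also: 0% = enzyme with DMSO and 100% = wells lacking PAFAH1B2; many of its hits are not listed in these tables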
Target sequence (P68402 whole entry, looked up): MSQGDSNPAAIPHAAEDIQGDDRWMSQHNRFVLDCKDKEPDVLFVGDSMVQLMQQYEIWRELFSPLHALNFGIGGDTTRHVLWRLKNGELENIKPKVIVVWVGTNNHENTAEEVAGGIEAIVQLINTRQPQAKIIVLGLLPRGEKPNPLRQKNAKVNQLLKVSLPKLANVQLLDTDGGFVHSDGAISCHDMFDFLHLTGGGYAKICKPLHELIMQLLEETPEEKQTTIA
PREPL inhibitor – inhibits the human prolyl oligopeptidase-like enzyme. recombinant PREPL, fluorescence polarization activity-based probe. 320,000 tested, 0.68% active. AID 2751. Q4J6C6. inhibition, % at 5.96 µM; in the data active = inhibition above about 43%;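 also: 0% = enzyme with DMSO and 100% = wells lacking enzyme; many of its hits are not listed in these tables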
Target sequence (Q4J6C6 whole entry, looked up): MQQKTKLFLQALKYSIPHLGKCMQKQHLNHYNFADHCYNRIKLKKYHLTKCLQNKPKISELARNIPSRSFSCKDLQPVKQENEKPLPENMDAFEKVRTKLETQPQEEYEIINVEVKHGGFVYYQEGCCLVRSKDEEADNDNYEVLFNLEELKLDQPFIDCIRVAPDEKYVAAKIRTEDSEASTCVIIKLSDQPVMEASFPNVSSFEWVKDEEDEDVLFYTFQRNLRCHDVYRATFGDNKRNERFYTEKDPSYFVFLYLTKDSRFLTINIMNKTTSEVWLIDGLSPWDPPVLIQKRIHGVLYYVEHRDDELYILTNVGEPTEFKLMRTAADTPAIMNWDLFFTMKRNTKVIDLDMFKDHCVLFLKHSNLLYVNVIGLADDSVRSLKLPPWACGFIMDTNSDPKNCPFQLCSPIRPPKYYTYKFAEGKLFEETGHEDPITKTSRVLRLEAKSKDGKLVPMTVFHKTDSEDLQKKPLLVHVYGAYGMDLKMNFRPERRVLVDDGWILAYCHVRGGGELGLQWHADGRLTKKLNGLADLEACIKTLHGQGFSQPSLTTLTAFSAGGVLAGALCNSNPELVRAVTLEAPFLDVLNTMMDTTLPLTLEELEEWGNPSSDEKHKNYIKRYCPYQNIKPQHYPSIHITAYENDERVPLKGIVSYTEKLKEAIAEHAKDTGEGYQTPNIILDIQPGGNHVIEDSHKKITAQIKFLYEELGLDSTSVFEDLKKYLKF
EBNA-1 inhibitor – blocks EBNA-1 binding to DNA | EBNA-1 DNA binding, fluorescence polarization | 300,000 tested, 0.34% active | inhibition, % at 14.8 µM; in the data active = inhibition above about 28%
pPAFAH FP inh – inhibitors of human plasma PAF acetylhydrolase (pPAFAH) | Q13093 | recombinant pPAFAH, FP-rhodamine probe fluorescence polarization | inhibition, % at 3.39 µM | 330,000 tested, 1.5% active;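 active = inhibition above the mean inhibition across the screen plus 3 SD, cut at about 25% in these data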;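 also: inhibitors block binding of the rhodamine activity-based probe so polarization drops; 0% = enzyme with DMSO and 100% = wells lacking pPAFAH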
* hit, by the source's call; x = not tested or not shown. Not all compounds are listed. The share of hits here may be higher or lower than overall.

SMILES	ZTA counter	PAFAH2 inh	LYPLA2 counter	PAFAH1B3 FP inh	LYPLA1 counter	PAFAH1B2 inh	PREPL inhibitor	EBNA-1 inhibitor	pPAFAH FP inh
CCN(CC)c1ccc2c(c1)C(=O)N(C)C2=O	3	1	-1	3	4	8	-3	-7	4
COC(=O)c1ccc(C(=O)NC(=S)Nc2ccc3nc(SC)sc3c2)cc1	-6	8	0	8	-1	-2	0	17	2
CCCCN(C(=O)c1cccc(S(=O)(=O)N(C)c2ccc(C)cc2)c1)c1c(N)n(CCCC)c(=O)[nH]c1=O	-6	0	-3	-3	0	8	1	-4	1
Cc1ccc(N2C(=O)c3ccc(C(=O)NCCN4CCOCC4)cc3C2=O)cc1	-1	7	15	-3	3	-1	14	-4	-2
COc1ccc(CC(=O)OCC(=O)NCc2ccco2)cc1OC	22	5	11	4	3	4	7	-1	2
CC(C)Nc1nnc(SCC(=O)/C=C2\N(C)c3ccccc3C2(C)C)s1	-5	7	1	2	-3	-2	9	7	4
COCc1ccc(CN2CCc3c([nH]c4ccccc34)C2C(C)(C)C)o1 (stereo unspecified)	3	0	10	8	1	2	8	-10	9
COc1ccccc1CNC(=O)[C@H](C)NC(=O)[C@@H]1Cc2ccccc2CN1	-22	5	4	6	0	6	13	-1	-2
CSc1ccc(N/N=C(/C#N)S(=O)(=O)C(C)(C)C)cc1	-1	x	-1	x	0	x	-2	8	23
Cc1cc(N2C(=O)C3C4CC(c5ccccc5)C(C4)C3C2=O)no1 (stereo unspecified)	-3	11	-2	-4	0	0	4	5	6
Nc1ccc(-n2nncc2-c2ccc(Cl)cc2)cc1	5	2	4	-1	1	23	0	3	6
CCOC(=O)C1CCN(S(=O)(=O)c2c(C)n(C)c(=O)n(C)c2=O)CC1	-6	-5	-3	-1	5	8	0	1	3
COc1ccc(C(NC(=O)/C=C/c2ccco2)c2ccc(OC)c(OC)c2)cc1 (stereo unspecified)	-10	9	-4	4	-9	-3	-5	3	-2
COc1ccc(S(=O)(=O)NCc2ccc3c(c2)OCO3)cc1OC	-13	5	4	10	1	4	13	-1	2
O=C(CN(C(=O)Cn1nnc(-c2ccccc2F)n1)c1cccc2c1CCCC2)NCc1ccccc1	3	-6	-4	5	-5	0	-43	13	4

The last 2 compounds of the section before open the next one:
SMILES	ZTA counter	PAFAH2 inh	LYPLA2 counter	PAFAH1B3 FP inh	LYPLA1 counter	PAFAH1B2 inh	PREPL inhibitor	EBNA-1 inhibitor	pPAFAH FP inh
COc1ccc(S(=O)(=O)NCc2ccc3c(c2)OCO3)cc1OC	-13	5	4	10	1	4	13	-1	2
O=C(CN(C(=O)Cn1nnc(-c2ccccc2F)n1)c1cccc2c1CCCC2)NCc1ccccc1	3	-6	-4	5	-5	0	-43	13	4
Cc1c(C(=O)NCCCn2ccnc2)oc2ccccc12	9	2	5	3	1	2	14	5	-6
COc1ccc(CCNS(=O)(=O)c2cc3c(cc2C)NC(=O)CO3)cc1OC	12	1	-4	6	-3	3	-7	-2	-6
COc1cc(C(=O)NC2CCCc3ccccc32)cc(OC)c1C (stereo unspecified)	-12	-8	9	6	9	7	-15	-12	2
COc1ccccc1CN1CC(C(=O)NCCN2CCNC2=O)CCC1=O (stereo unspecified)	13	-3	-3	0	-2	-4	10	-8	5
Cc1cccc(-c2c3c(=O)n(C)c(=O)n(C)c3cn2-c2ccccc2O)c1	15	0	-5	-4	-1	1	14	2	12
CCS(=O)(=O)c1ccc2oc(SCC(=O)NC3CCCC(C)C3C)nc2c1 (stereo unspecified)	-20	8	5	2	3	9	1	0	3
c1ccc2sc(NN=C3CCCCCC3)nc2c1	7	1	0	12	2	4	17	-2	-2
Cc1ccc(NC(=O)C2CC(=O)N(c3ccc4c(c3)OCCO4)C2)cc1S(=O)(=O)N1CCCCCC1 (stereo unspecified)	-11	-9	-11	-4	-10	0	-1	-9	1
Cc1ccc(OC(C)C(=O)Nc2ccc(Cl)cn2)c([N+](=O)[O-])n1 (stereo unspecified)	x	4	x	5	x	5	10	x	4
O=C(Nc1ccn(Cc2ccccc2F)n1)c1ccc(COc2ccc(Br)cc2)cc1	15	-26	-44	-12	-23	-4	-4	5	-5
O=C(NC1CCCCCC1)C1c2ccccc2C(=O)N1CCCN1CCOCC1 (stereo unspecified)	-20	-1	2	2	-2	4	11	-9	-10
Cc1noc2ncnc(Oc3ccccc3Cl)c12	3	4	-4	-1	-4	-2	-3	-1	5
COc1cc(C(=O)NCC(=O)N/N=C(\C)Cc2ccccc2)cc(OC)c1OC	5	5	7	-3	0	0	6	2	6
CCOC(=O)Cc1ccc(NCc2ccc(Cl)cc2)cc1	19	0	1	10	2	24*	10	6	3
COc1ccc2sc(-c3ccccc3OC)c(C#CCCO)c2c1	-4	4	0	3	-3	-3	15	x	0

Random excerpt: 3 records from the list, in no set order.
SMILES	ZTA counter	PAFAH2 inh	LYPLA2 counter	PAFAH1B3 FP inh	LYPLA1 counter	PAFAH1B2 inh	PREPL inhibitor	EBNA-1 inhibitor	pPAFAH FP inh
COc1ccccc1CN1CC(C(=O)NCCN2CCNC2=O)CCC1=O (stereo unspecified)	13	-3	-3	0	-2	-4	10	-8	5
Cc1c(C(=O)NCCCn2ccnc2)oc2ccccc12	9	2	5	3	1	2	14	5	-6
Cc1ccc(OC(C)C(=O)Nc2ccc(Cl)cn2)c([N+](=O)[O-])n1 (stereo unspecified)	x	4	x	5	x	5	10	x	4

Continuation:
SMILES	ZTA counter	PAFAH2 inh	LYPLA2 counter	PAFAH1B3 FP inh	LYPLA1 counter	PAFAH1B2 inh	PREPL inhibitor	EBNA-1 inhibitor	pPAFAH FP inh
CCOC(=O)C1CCN(c2cc(=O)n(C3CCCCC3)c(=O)[nH]2)CC1	-2	0	-5	8	-3	-2	16	-2	3
CN=c1scc(-c2cccs2)n1/N=C/c1ccc(O)c(O)c1O	0	12	-3	-4	-7	-2	31	-2	51*
COC1=CC(=Cc2c(N)n3nc(CC(=O)N4CCOCC4)sc3nc2=O)C=C(OC)C1=O	7	6	2	8	0	7	-9	-6	0
CCCc1nc2oc3c(=O)[nH]cnc3c2c2c1COC(C)(C)C2	-6	4	8	5	2	10	29	12	-4
NS(=O)(=O)c1ccc(N=Nc2c(-c3ccccc3)[nH]n(-c3nc(-c4ccccc4)cs3)c2=O)cc1	-8	12	-3	6	2	3	3	-12	3
O=C(NCCCN1CCCC1=O)C1CCN(S(=O)(=O)c2ccc(F)cc2)CC1	-6	-4	4	4	4	5	3	x	-1
COc1cc(OC)cc(C(=O)N[C@H](C(=O)NNC(=O)c2ccc(Br)cc2)C(C)C)c1	x	1	x	-4	x	3	-2	x	3
CC(C)(C)OC(=O)NCC(=O)NNC(=O)C(C(=O)OCc1ccccc1)c1ccccc1 (stereo unspecified)	x	-5	x	9	x	-5	19	x	5
COc1ccc(NC(=O)/C=C/c2ccc(OC)c(OC)c2)cn1	7	4	3	0	3	1	-4	2	7
Cn1c(SCC(N)=O)nnc1C1CCN(C(=O)NCc2ccccc2)CC1	1	0	-8	7	1	0	-9	9	2
COc1ccc(C(=O)NC2=NCCS2)cc1S(=O)(=O)N1CCCCC1C (stereo unspecified)	-6	5	6	2	-1	6	5	6	6
CCC(Oc1ccccc1)C(=O)Nc1nc2c(s1)C(=O)CC(C)(C)C2 (stereo unspecified)	-1	13	7	8	-1	5	6	12	6
CN(C)CCOCCOc1ccc(Cl)cc1C(C)(C)C	-3	-1	9	-1	1	-2	9	12	-7
CN(C)S(=O)(=O)c1ccc(C(=O)Nc2nnc(-c3cccs3)o2)cc1	-14	2	2	2	2	5	-3	-4	6
Cn1c(=O)c(C(=O)NCC2CCCO2)c(O)c2ccccc21 (stereo unspecified)	-9	-14	-6	0	-2	-3	0	-8	-4
CN(C)CCCNC(=O)c1cc(C(=O)c2ccccc2)c[nH]1	12	6	21	7	1	0	0	12	2
Cn1c(C(=O)O)ccc1S(=O)(=O)N1CCCCCC1	6	3	5	0	0	18	-6	7	-1
CCCCC(CC)CNS(=O)(=O)c1ccc2c(c1)CCN2C(=O)CCC(=O)O (stereo unspecified)	-7	-3	5	9	0	16	-5	-4	32*
CC(C(=O)Nc1ccc(F)c(F)c1)N1CCN(C)CC1 (stereo unspecified)	3	5	7	-3	-1	4	5	-3	18
COC(=O)c1sccc1NC(=O)COc1cccc(C)c1	4	-3	7	3	1	3	16	8	-1
Clc1ccc2nc(CN3CCCCC3)cn2c1	-1	-7	4	6	1	-1	-3	8	5
CCN(CC)Cc1oc(-c2ccccc2)cc1C(=O)O	-11	5	-6	0	1	-1	5	0	7
Cc1nn(C(C)C(=O)NC2CCCCCC2)c(=O)c2nn(-c3ccccc3)c(C)c12 (stereo unspecified)	11	4	-4	4	1	-1	-3	8	5
COc1cc([N+](=O)[O-])ccc1NC(=O)NCc1cccnc1	26	-4	-4	6	0	1	1	4	0
COc1ccc(/C=N/NC(=O)c2ccccc2NC(=O)c2ccco2)c(OC)c1	-24	-1	0	6	-10	8	-4	-7	8
N#C/C(=C\c1ccc(O)cc1)C(=O)NCc1cccc(Cl)c1	-11	1	7	-5	5	1	-13	-7	0
CCN(CC)P(=O)(Nc1ccc([N+](=O)[O-])cc1)c1c(C)nn(CCC#N)c1NC(=O)c1ccc(Cl)cc1 (stereo unspecified)	-18	0	-3	9	-3	1	14	-2	1
Nc1nc(SCC(=O)Nc2ccc(Oc3ccccc3)cc2)n[nH]1	12	-2	0	-1	-1	3	-4	-7	5
CC(=O)Oc1ccc(C(=O)[C@H]2[C@H]3C(=O)N(c4ccc5ccccc5c4)C(=O)[C@H]3[C@@H]3C=CC=NN32)cc1	2	-2	4	-12	-4	-9	5	1	5
CCOC(=O)Cn1nc(C)c(NC(=O)COc2ccccc2[N+](=O)[O-])c1C	7	-5	-2	-1	0	4	5	-1	7
CC(C)CNc1nc(N)c([N+](=O)[O-])c(NC2CCCCC2)n1	4	-4	-3	3	1	2	-14	7	3
COc1ccc(C(=O)N(Cc2nc(-c3ccc(C)cc3)no2)C2CCCCC2)cc1OC	8	7	-1	10	-4	5	7	4	4
CC(C)CNS(=O)(=O)c1ccc(CCC(=O)N2CCN(c3ccccc3)CC2)cc1	0	11	-1	2	1	-4	15	4	23
O=C(Nc1ccc(Oc2ccc(C(=O)O)c(C(=O)O)c2)cc1)c1cccs1	-20	-2	5	8	-5	8	3	6	2
O=C(c1ccc(N2CCCC2=O)cc1)N1CCCCCC1	-2	6	5	6	-3	8	15	3	1
COc1ccccc1-c1nn(-c2ccccc2)cc1C(=O)NC1CC1	-11	0	1	-2	1	4	5	x	2
CCOC(=O)C1C(=O)NC(N2CCN(Cc3ccccc3)CC2)=NC1c1ccccc1 (stereo unspecified)	-9	8	5	6	5	8	8	8	12
N#Cc1nc(-c2cccs2)oc1NCc1ccc2c(c1)OCO2	-2	5	12	-1	-4	8	16	-3	7
CCN(CC(=O)Nc1ccc(NC(C)=O)cc1)c1ccc(C(F)(F)F)cn1	0	0	7	-6	1	-3	0	2	-2
COc1ccc(COC[C@H](C)[C@H](O)[C@@H](C)[C@H]2OC(=O)[C@@H]2C)cc1	-15	69*	-1	8	1	-3	4	1	10
CN(C)CCCn1c2c(c(SCC(=O)Nc3ccc4c(c3)OCO4)nc1=O)CCC2	12	4	9	9	0	5	7	13	1
CCOc1ccccc1CN1CCN(Cc2cn(C)nc2-c2ccccc2)CC1CCO (stereo unspecified)	5	-5	8	9	5	6	16	10	1
Cc1cccc(NC(=O)c2cnc3n(c2=O)CCS3)c1	7	2	-2	6	-6	6	0	7	1
C=CCSc1nnc(-c2c[nH]c3ccccc23)n1CCOC	-2	-11	-1	11	-3	-4	-3	4	1
C[C@H](NS(=O)(=O)c1ccc(Cl)cc1)C(=O)OCC(=O)NC(=O)Nc1ccc2c(c1)OCCO2	-13	9	5	5	0	5	16	-16	8
O=C(CCCN1CCc2[nH]c3ccc(F)cc3c2C1)c1ccc(F)cc1	-6	7	17	0	4	6	-2	7	5

Screening data deposited in PubChem by The Scripps Research Institute Molecular Screening Center.
